Screening data from PubChem BioAssay.
RXFP1 agonist: qHTS Assay for Agonists of the Relaxin Receptor RXFP1; Relaxin receptor 1 (Homo sapiens), Q9HBX9; HEK293T-RXFP1 cAMP TR-FRET, 30 min; response scale: percent of porcine relaxin response, buffer zero; Potency, µM (top dose mostly 57.5 µM), inactives show at the top dose activation, actives largely listed as activators; 370,000 compounds, 0.3% hits; AID 2676, 2010; also: potency is read from the fitted curve at half-maximal effect; % is scaled to controls: 0 for no effect and ±100 for the full control effect; nearly all actives have a fitted effect of over 60% in size; many of its hits are not listed in these tables
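cAMP rise read by TR-FRET after 30 min, 37C compound exposure (up to 58 uM) in RXFP1-transfected HEK293 cells with Ro 20174 present. EC50 from Hill-equation fits, with 29 nM porcine relaxin as 100% and buffer as basal.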
Vif-A3G inh: qHTS for Inhibitors of Vif-A3G Interactions: qHTS; DNA dC->dU-editing enzyme APOBEC-3G (Homo sapiens), Q9HC16; HeLa A3G-eYFP + Vif (tagged APOBEC3G with the HIV-1 protein that degrades it), YFP fluorescence, overnight; Potency, µM (titrated, usually from 46.1 µM), inactives show at the highest dose activity, negative = active, most hits filed as inhibitors; 410,000 compounds, 0.076% hits;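 also: potency is read from the fitted curve at half-maximal effect; % is scaled to controls: 0 for no effect and ±100 for the full control effect; nearly all actives have a fitted effect of over 60% in size; hits raise eYFP signal because A3G escapes Vif-driven loss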
Target sequence (Q9HC16 whole entry, looked up): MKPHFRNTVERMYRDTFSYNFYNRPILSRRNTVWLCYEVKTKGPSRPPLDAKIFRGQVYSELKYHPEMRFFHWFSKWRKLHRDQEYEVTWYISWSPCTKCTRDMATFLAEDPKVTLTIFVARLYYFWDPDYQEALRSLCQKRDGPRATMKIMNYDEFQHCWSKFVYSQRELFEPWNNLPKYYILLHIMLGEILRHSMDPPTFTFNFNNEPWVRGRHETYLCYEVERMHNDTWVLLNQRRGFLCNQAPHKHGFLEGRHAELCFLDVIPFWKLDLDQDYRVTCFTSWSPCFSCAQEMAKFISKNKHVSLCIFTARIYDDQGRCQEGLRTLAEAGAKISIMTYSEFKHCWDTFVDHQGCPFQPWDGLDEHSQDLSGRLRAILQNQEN
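HeLa cells stably expressing Vif and C-terminally eYFP-tagged A3G, seeded overnight at 37 deg C, then exposed to compound by pintool overnight at 37 deg C. Rise in yellow fluorescence (Ex 488/Em 500-530, Acumen) marks blocked Vif-driven A3G degradation.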
D1 agonist: Allosteric Agonists of the Human D1 Dopamine Receptor: qHTS; D(1A) dopamine receptor (Homo sapiens), P21728; HEK293 T-REx D1 cells, calcium flux, agonist mode; activation, % at 2 µM; 360,000 compounds, 1% hits; in the data active = activation above about 30%; also: 0% is about no effect
Target sequence (P21728 whole entry, looked up): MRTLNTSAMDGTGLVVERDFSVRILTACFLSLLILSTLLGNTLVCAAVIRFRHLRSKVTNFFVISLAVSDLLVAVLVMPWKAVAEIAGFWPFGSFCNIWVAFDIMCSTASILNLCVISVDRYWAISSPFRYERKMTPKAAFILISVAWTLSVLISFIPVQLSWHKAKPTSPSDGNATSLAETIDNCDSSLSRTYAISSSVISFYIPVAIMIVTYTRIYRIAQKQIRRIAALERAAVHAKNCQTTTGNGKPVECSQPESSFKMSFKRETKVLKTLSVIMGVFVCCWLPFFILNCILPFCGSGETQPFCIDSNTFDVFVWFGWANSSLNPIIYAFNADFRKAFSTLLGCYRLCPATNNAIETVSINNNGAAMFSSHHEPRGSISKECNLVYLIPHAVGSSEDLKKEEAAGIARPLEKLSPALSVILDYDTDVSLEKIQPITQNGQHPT
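Inducible HEK293 T-REx D1 cells, force-coupled to calcium signalling, were plated at 4000 cells/well with tetracycline and held overnight at 30 C. After no-wash calcium dye loading, compound-evoked calcium rise over 180 s flagged agonists.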
D2 PAM: HTS Assay for Positive Allosteric Modulators of the Human D2 Dopamine Receptor: Primary Screen for Potentiators | HEK293 T-REx D2, calcium flux, EC20 dopamine potentiation | 340,000 compounds, 0.34% hits | D(2) dopamine receptor (Homo sapiens), P14416 | potentiation, % at 10 µM;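 active = potentiation over 3 SD above the plate norm, cut at about 30% in these data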; also: 0% is about no effect
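Calcium flux readout, no-wash dye, 1 read/s. Inducible HEK293 Trex D2 line, overnight 30 C. Compound alone 180 s (agonist flags), then EC20 dopamine, another 180 s to score potentiation.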
D1 PAM: Potentiators of Human D1 Dopamine Receptor: qHTS; AID 504651, 2011; HEK293 TREx D1 cells, calcium flux, dopamine EC20 potentiation; potentiation, % at 10 µM; 360,000 compounds, 0.036% hits; D(1A) dopamine receptor (Homo sapiens), P21728; in the data active = potentiation above about 30%; also: 0% is about no effect
GRP78 ERSR act: qHTS for Inducers of the Endoplasmic Reticulum Stress Response (ERSR) in Human Glioma: qHTS; Potency, µM, for inactives: at the top dose activation, usual class: activators; U87-MG GRP78 promoter luciferase reporter, 16 h; AID 602332, 2012; 420,000 compounds, 0.02% hits; also: potency is read from the fitted curve at half-maximal effect; series mostly up to about 76 µM; % of control where 0% means no effect; nearly all actives have a fitted effect of over 35% in size
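ERSR induction read as luciferase luminescence (Bright-Glo, 10 min at room temperature) in stably transfected human U87-MG glioma cells exposed to compounds for 16 h, using GRP78 as sensor.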
RXFP1 antagonist: qHTS Assay for Antagonists of the Relaxin Receptor RXFP1; Relaxin receptor 1 (Homo sapiens), Q9HBX9; HEK293-RXFP1, relaxin-stimulated cAMP HTRF, 30 min; stronger effect = lower value; activity change, negative = inhibition, % at 57.5 µM; 350,000 compounds, 0.59% hits; AID 1259400, 2018;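 active = activity change of -60% or lower, but not beyond a set lower limit; inconclusive = change between -60% and -40%, or beyond the set limit; inactive = change above -40%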; also: % is scaled to controls: 0 for no effect and ±100 for the full control effect
Vif-A3F inh: qHTS for Inhibitors of Vif-A3F Interactions: qHTS; HeLa A3F-eYFP + Vif (tagged APOBEC3F with the HIV-1 protein that degrades it), YFP fluorescence increase; Potency, µM (top dose mostly 46.1 µM), for inactives: at the top dose activity, negative = active; 390,000 compounds, 0.2% hits; AID 602313, 2012; also: potency is read from the fitted curve at half-maximal effect; % of control where 0% means no effect; nearly all actives have a fitted effect of over 65% in size
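Fluorescence increase (Ex 488/Em 500-530) after overnight compound treatment at 37 deg C flags inhibition of Vif-driven A3F-eYFP loss in stable HeLa A3F-eYFP/Vif cells seeded overnight beforehand.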
D1 antag: Antagonist of Human D 1 Dopamine Receptor: qHTS. HEK293 TREx D1 cells, calcium flux, dopamine EC80; stronger effect = lower value. activity change, negative = inhibition, % at 10 µM. 360,000 compounds, 3.2% hits. AID 504652, 2011; in the data active = activity change below about -30%; also: % is scaled to controls: 0 for no effect and ±100 for the full control effect
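Kinetic fluorescence of a calcium dye serves as the read-out. D1-expressing Hek293 Trex cells, induced overnight at 30 C, are exposed to compound for 180 s before an EC80 dopamine addition, then read 180 s further.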
* hit, by the source's call; u = inconclusive; x = no result given; & = joins results of further samples. Unless noted, calls follow the shape of the dose curve; as a rule, active = well fitted curve in the direction sought with a large enough effect; inconclusive = small, poorly fitted or top-dose-only effect, or another doubt; inactive = no such curve, though single readings can be large; an effect the other way counts as inactive or inconclusive.

SMILES	RXFP1 agonist	Vif-A3G inh	D1 agonist	D2 PAM	D1 PAM	GRP78 ERSR act	RXFP1 antagonist	Vif-A3F inh	D1 antag
O=C1c2[nH]nc(-c3ccccc3O)c2C(c2ccccc2F)N1Cc1ccncc1 (configuration not stated)	-6.4%	u	0	-1	-1	-3%	-12	1%	-7
CCn1c(O)c(C#N)c(C)cc1=O	3.4%	-2%	1	6	-2	1%	-16	-2%	1
O=C1CC(C(=O)N2CCN(c3ccccc3)CC2)CN1Cc1ccccc1 (configuration not stated)	x	0%	x	x	x	-4%	-7	0%	x
CSc1ccc(C(=O)N2CCC(CCC(=O)NCc3ccc(F)cc3)CC2)cc1	-1.8%	0%	0	6	1	-5%	-8	-3%	-18
COC(=O)C1C(c2ccccc2)NC(=O)NC1(O)C(F)(F)Cl (configuration not stated)	0.4%	2%	2	11	0	-3%	-10	-2%	15
CC(=O)NCC(=O)OC(C(=O)c1ccccc1)c1ccc(Cl)cc1 (configuration not stated)	0.1%	1%	5	-7	-3	-4%	-7	-10%	8
CC1=C(C)C(=O)C(CCCCC#CCCCC#CCO)=C(C)C1=O	4.8%	-6%	8	2	-3	-6%&2%&6%&-5%	14	-2%	-26
Cc1ccc(S(=O)(=O)N2CCC(C(=O)Nc3ccccc3N3CCCCC3)CC2)cc1	-1.2%	0%	3	-2	3	-6%	25	-6%	-1
O=C(c1cnn2cccnc12)N1CCN(Cc2ccc3c(c2)OCO3)CC1	0.9%	1%	0	-4	-2	0%	10	-3%	36
COc1ccc2c(Sc3ccccc3)c(C(=O)NCCN(C)C)[nH]c2c1	-1.9%	-21%	0	4	-3	-3%	-29	-7%	4
Cc1ccc(C)c(NC(=S)N2CCN(CCO)CC2)c1	0.8%	-3%	3	3	-3	-2%	14	2%	-13
CCn1ccnc1CNC(=O)CC1C(=O)NCCN1Cc1ccccc1F (configuration not stated)	0.2%	2%	-1	11	-1	-6%	2	-27%	-5
COc1ccccc1NC(=O)N1CCCC(CNC(=O)c2ccccc2Cl)C1 (configuration not stated)	1.0%	1%	2	7	0	-6%	11	0%	21
N#C/C(=C/c1ccncc1)c1nc2ccccc2s1	-0.8%	u	101*	-2	-2	6%	-10	u	1
O=C1CN(C(=O)COC(=O)CCc2ccccc2)c2ccccc2N1	x	-4%	x	x	x	-2%	-7	-15%	x
Cc1ccc(NC(=O)OCc2cc(-c3ccccc3)on2)cc1	0.2%	2%	6	-8	-6	4%	-5	8%	-22
COc1ccc(/C(C)=N/NC2=NCCN2)cc1Cl	4.6%	0%	2	-6	-9	-2%	-4	-1%	-93*
CCC1Oc2ccc(C)cc2N(CC(=O)N2CCCC2)C1=O (configuration not stated)	-1.5%	0%	2	0	-3	0%	-3	0%	1
CCn1c(SCC(=O)Nc2ccccc2C(=O)OC)nc2ccsc2c1=O	u	2%	11	7	2	-3%	9	-12%	-20
N#C/C(=C/c1ccc(-c2ccccc2[N+](=O)[O-])o1)C(N)=O	0.9%	-11%	0	-1	-11	-2%	-3	-4%	-41*
O=C1/C(=C/c2cccnc2)Sc2ccccc21	23%	-12%	4	4	-6	u	-5	-17%	-14
O=C(CCCCCN1C(=O)c2ccccc2C1=O)NC1CCCC1	0.5%	1%	3	7	-3	-6%	-2	-15%	1
CN(C)CCCNC(=O)c1ccc(/C=N/O)nc1	0.5%	1%	1	-6	8	-2%	34	-6%	16
Nc1nc(NCCOCCO)nc(Nc2cccc(F)c2)c1[N+](=O)[O-]	1.3%	-7%	2	11	2	-1%	14	-2%	14
COc1ccccc1NC(=O)CN1C(=O)CSc2ccc(S(=O)(=O)N3CCCC3)cc21	-2.2%	4%	5	-3	-4	-5%	6	6%	-7
Cc1cccc2cc(CN(C(=O)c3cccc([N+](=O)[O-])c3)C(C)C)c(=O)[nH]c12	3.5%	-1%	1	3	-11	-2%	-10	-10%	-4
Cc1cc(-c2nc(C)c(-c3nnc(SCC(=O)Nc4cc(Cl)cc(Cl)c4)n3C)s2)no1	17%	0%	3	0	5	-6%	-27	2%	3
COc1cccc2c(=O)c(C(=O)NCCc3ccccc3)c[nH]c12	x	-5%	x	x	x	3%	2	-1%	x
O=S(=O)(NC1CCSc2ccccc21)c1ccccc1 (configuration not stated)	1.6%	-5%	2	-5	-2	-1%	5	-6%	-11
CC(C)CC(O)C1CCN(C(=O)CCc2nnc(-c3ccccc3)o2)CC1 (configuration not stated)	0.6%	4%	2	16	11	-4%	x	-5%	-2

Some entries already given, reduced to RXFP1 antagonist and D1 agonist.
SMILES	RXFP1 antagonist	D1 agonist
Cc1cccc2cc(CN(C(=O)c3cccc([N+](=O)[O-])c3)C(C)C)c(=O)[nH]c12	-10	1
Cc1cc(-c2nc(C)c(-c3nnc(SCC(=O)Nc4cc(Cl)cc(Cl)c4)n3C)s2)no1	-27	3

New compounds follow:
SMILES	RXFP1 agonist	Vif-A3G inh	D1 agonist	D2 PAM	D1 PAM	GRP78 ERSR act	RXFP1 antagonist	Vif-A3F inh	D1 antag
O=C(NCc1ccco1)C(c1cccnc1)N(C(=O)Cn1nnc2ccccc21)c1ccccc1 (configuration not stated)	0.0%	1%	1	-7	1	-7%	-6	0%	7
COc1cc(C(=O)Nc2sc3c(c2C(=O)O)CCC3)cc(OC)c1OC	-2.1%	-1%	1	-6	1	-2%	-19	-10%	-1
Cc1cccc(C(=O)NCCCNC(=O)c2cccnc2)c1	2.9%	0%	1	-11	-8	-5%	-15	-14%	1
O=C(c1ccco1)N1CCN(Cc2csc(-c3ccccc3Cl)n2)CC1	4.0%	-3%	20	-25	-5	-1%	-7	-21%	-5
O=C(NCCc1nc2ccccc2[nH]1)/C(=C/c1ccco1)NC(=O)c1ccco1	0.7%	0%	3	-3	-5	-7%	8	-2%	-11
COc1ccc(/C=C2\CCC/C(=C\C=N\N(C)C)C2=O)cc1	0.7%	-14%	14	0	-2	11%	5	-8%	-35*
COc1ccc(C2=C(C=O)Cc3ccccc3O2)cc1	x	-2%	x	x	x	2%	12	7%	x
Cc1ccc(NC(=S)NNC(=O)CSc2nnc(-c3ccc(Cl)cc3)n2C2CCCCC2)cc1	-1.6%	2%	4	9	3	-2%	-26	7%	7
CC(OC(=O)C1=COCCO1)C(=O)NC1CCCCC1 (configuration not stated)	x	-1%	x	x	x	-1%	7	-2%	x
CCCCCn1c(CN2CCCCC2C)nc2c1c(=O)n(C)c(=O)n2C (configuration not stated)	-0.3%	0%	3	-4	-1	-5%	-3	-1%	5
O=c1ccc(N=Nc2ccccc2)ccc1O	-5.1%	1%	4	6	0	-2%	-27	-15%	-5
CC(C)(C)NC(=O)NC(=O)COC(=O)C1(C)CC1(Cl)Cl (configuration not stated)	-0.5%	1%	-1	-3	-5	2%	-9	0%	-8
CCCCn1c(N)c(N(CC(C)C)C(=O)C2CSC3(C)CCC(=O)N23)c(=O)[nH]c1=O (configuration not stated)	0.8%	0%	5	4	-3	-1%	7	-4%	5
CC(C)C12CN3CC(C(C)C)(CN(C1)C3(C)C)C2=O	0.9%	0%	4	-3	2	1%	-2	4%	-3
Cc1cc(C(=O)Nc2ccon2)cs1	-0.4%	-5%	3	-10	-3	-3%	-24	5%	6

In the list so far, 3 contain a nitro group on carbon.
SMILES	RXFP1 agonist	Vif-A3G inh	D1 agonist	D2 PAM	D1 PAM	GRP78 ERSR act	RXFP1 antagonist	Vif-A3F inh	D1 antag
N#C/C(=C/c1ccc(-c2ccccc2[N+](=O)[O-])o1)C(N)=O	0.9%	-11%	0	-1	-11	-2%	-3	-4%	-41*
Nc1nc(NCCOCCO)nc(Nc2cccc(F)c2)c1[N+](=O)[O-]	1.3%	-7%	2	11	2	-1%	14	-2%	14
Cc1cccc2cc(CN(C(=O)c3cccc([N+](=O)[O-])c3)C(C)C)c(=O)[nH]c12	3.5%	-1%	1	3	-11	-2%	-10	-10%	-4

The listing continues:
SMILES	RXFP1 agonist	Vif-A3G inh	D1 agonist	D2 PAM	D1 PAM	GRP78 ERSR act	RXFP1 antagonist	Vif-A3F inh	D1 antag
O=C(c1csc2ccccc12)n1cccn1	1.1%	-2%	2	10	-7	-1%	-10	2%	-3
Cc1ccc(-c2nc(Nc3ccc(N4CCOCC4)cc3)c3ccccc3n2)cc1	0.9%	u	0	x	-7	3%	5	-12%	-20
COC(=O)C1=C(C)OC(N)=C(C#N)C1c1c(C)nn(C)c1C (configuration not stated)	2.7%	0%	6	-5	-3	-2%	x	-13%	-1
Cc1ccc(-c2noc(CCCN3C(=O)c4ccccc4C3=O)n2)cc1	-1.3%	-4%	2	4	14	-4%	-4	-3%	11
COc1ccc(C(C)NC(=S)NC2CCCCC2)cc1OC (configuration not stated)	-0.1%	5%	6	-2	-6	-5%	-4	4%	1
CC(=O)Nc1ccc(NC(=O)Cn2cc3c(n2)CCCCC3)cc1	1.1%	2%	3	-1	-3	0%	-5	-1%	0
CC(C)CC(=O)Nc1ccc2c(c1)nc(CCN1CCOCC1)n2C	-1.2%	-3%	8	-3	3	-5%	5	-2%	6
Cc1cc(N2CCN(c3ncccn3)CC2)nc2c(C)cccc12	3.3%	0%	3	-1	-3	-5%	1	5%	14
COC(=O)c1ccccc1OCC(=O)N1CCN(c2ccc(OC)cc2)CC1	0.9%	3%	2	4	-5	-3%	3	-1%	4
COc1ccc(S(N)(=O)=O)cc1N(C)S(=O)(=O)c1ccccc1	0.9%	-1%	2	1	-2	-3%	-3	6%	-19
Cc1ccc(NC(=S)NCCc2ccc(Cl)cc2)c(C)c1	1.2%	1%	2	6	-7	3%	-3	-3%	22
C=C(c1ccc(OCCO)cc1)c1ccc(OCCO)cc1	-0.8%	1%	2	-19	1	-7%	-4	4%	5
CC(C)(C)C(=O)N(Cc1ccc(Cl)cc1)Cc1cccnc1	0.3%	3%	-1	-8	-1	-2%	-3	1%	-1

An excerpt; count on the stated rates, not on these rows.
